# Pf apPOL inh – Pf-apPOL inhibitors, biochemical, fluorescence; Plasmodium falciparum apicoplast DNA polymerase (apPOL); Recombinant Pf-apPOL, molecular beacon fluorescence, 1.5 h; inhibition, % at 10 µM; 210,000 compounds, 0.25% hits; AID 1794808, 2022
# mHTT CaM bind – mutant huntingtin-calmodulin interaction inhibitors – biochemical, AlphaScreen, primary screen. 190,000 compounds, 3.6% hits. P42858. AlphaScreen His-mHTT/GST-CaM binding, luminescence. inhibition, % at 15 µM;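 note: 0% = both proteins with DMSO and 100% = one protein alone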
# Active calls of the source: *; i = inactive; x = no result given; & = joins results of further samples. Cut-off read from the data, not from the text of the source: active = inhibition above about 50%; inactive = the rest. Some of the compounds tested; the hit share may differ from the screen's.
molecule	Pf apPOL inh	mHTT CaM bind
O=C(O)c1cccc2c1NC(C(=O)O)C1CC(Sc3ccccc3[N+](=O)[O-])C(Cl)C21 (centres undefined)	-5	77*
COC(=O)C1=COC(C)C2CN3CCC4(C(=O)Nc5c4ccc(OC)c5OC)C3CC12 (centres undefined)	-12	x
c1cncc(C2Nc3cccc4cccc(c34)N2)c1	x	28
NN=C(N)N	-13&-6	x
COc1ccc2c(c1)C1(CCN(S(=O)(=O)c3ccc(C#N)cc3)C1)C(=O)N2C (centres undefined)	-2	-7
C1CCCC(NCC2CCCO2)CC1 (centres undefined)	7	-14
O=c1cc(C(F)(F)F)c2ccc(N=Cc3ccccc3O)cc2o1	9	-22
Cc1cccc(-n2c(-c3cccnc3)nc3ccccc3c2=O)c1	-10	100*
CCCCC1(c2ccccc2)C(=O)NC(=O)NC1=O	81*	5
N#CCCn1cc(C=O)c(-c2ccc(Br)cc2)n1	-2	-3
Fc1cccc(CN2CCN(c3ccccc3Cl)CC2)c1	-2	-17
C=CCSc1nc2ccccc2c(=O)n1-c1ccccc1	-1	-10
CC(C)OCCCNC1CCN(C)CC1	x	-4
COc1ccc(CNCCc2ccc(F)cc2)cc1	2	-12
O=C(N[C@H]1CN2CCC1CC2)c1ccc(Cl)cc1	10	x
CC(C)Oc1ccc(C2(O)C(=O)NC(=O)NC2=O)cc1	-2	-6
O=c1c2cc(Cl)ccc2nc(C[n+]2ccccc2)n1-c1ccc([N+](=O)[O-])cc1	-1	6
O=C(c1cc(-c2ccccc2)nc2ccccc12)N1CCC2(CC1)OCCO2	-8	39
NC(=O)c1cc(N2CC2)c([N+](=O)[O-])cc1[N+](=O)[O-]	4	x
COc1ccc(N2CCN(Cc3cccc(F)c3)CC2)cc1	2	-4

# Two records picked at random from those above:
molecule	Pf apPOL inh	mHTT CaM bind
O=c1cc(C(F)(F)F)c2ccc(N=Cc3ccccc3O)cc2o1	9	-22
COc1ccc(N2CCN(Cc3cccc(F)c3)CC2)cc1	2	-4

# Additional results follow:
molecule	Pf apPOL inh	mHTT CaM bind
CC(C)c1c(C(=O)O)nnn1Cc1ccccc1	-3	-6
Cc1nc2cc([N+](=O)[O-])ccc2c(=O)n1-c1ccc(Cl)cc1	-6	-3
CCNc1nc(Cl)nc(NCC)n1	x	1
COc1ccccc1CN1CCN(Cc2ccccc2C)CC1	4	4
OC(CNC1CCCCC1)COC1CCCC1 (centres undefined)	0&4	-1&-9
O=[N+]([O-])c1ccc(-c2[se]c3ccccc3c2I)cc1	-4	22
O=C1c2ccccc2-c2c3c(cc4ccnc1c24)OCO3	77*	x
Brc1ccc2c(c1)C1C=CCC1C(c1cccnc1)N2 (centres undefined)	-4	85*
CCCSc1nc(O)c(CC)c(=O)n1C(C)CC (centres undefined)	-6	-6
CC(C)=CCOc1c2occc2cc2ccc(=O)oc12	5&-2	x
CCCCCN1C(=O)c2cc(OC)ccc2[C@@]2(C(=O)OCC)Cc3cc(OC)ccc3[C@@H]12	-4	-25
COCCN1CCC(N2CCCN(C(=O)Cc3ccccc3OC)CC2)C1=O (centres undefined)	5	10
COc1cc(/C=C2\C(=O)NC(=O)N(c3ccc(Br)cc3)C2=O)ccc1O	-9	6
CN(C)C(=S)SCC#N	-19	x
Cc1cccc(CNC(=O)CN2CC=C(c3noc(C)n3)CC2)c1	-2	-5
Cc1cccc(NC(=O)c2ccc(N3CC4CC(C3)c3cccc(=O)n3C4)c(N)c2)n1 (centres undefined)	-5	10
CC1CCCC(NC2CCC(O)CC2)C1 (centres undefined)	2	5
CN1C(=O)C(=Cc2cn(Cc3ccccc3C#N)c3ccccc23)C(=O)N(C)C1=O	7	-1
NCCc1c[nH]c2c(Cl)ccc(Cl)c12	4	2
CCN1CC2(OC(=O)c3ccccc3NC(C)=O)CCC(OC)C34C1C(CC23)C1(O)CC(OC)C2CC4C1(O)C2OC (centres undefined)	4	x
CC1N=C(c2ccccc2)c2ccccc2N(CC(=O)Nc2ccc(F)cc2Cl)C1=O (centres undefined)	-19	5
Oc1cccc(CN2CCN(c3ccccc3Cl)CC2)c1	1	3
COc1ccc(-n2c(/C=C/c3ccco3)nc3ccccc3c2=O)cc1	7	30
CC12CCC3C(CCC4CCCCC43C)C1CC(=Cc1ccccc1)C2=O (centres undefined)	-1	-2
N[C@@H](Cn1oc(=O)[nH]c1=O)C(=O)O	13	x
CCN(CC)C(=O)c1ccc(NC(=O)c2ncn[nH]2)cc1	1	21
CCc1c(-c2ccccc2)nc2ccccc2c1C(=O)N1CCC2(CC1)OCCO2	-6	3
O=C(NCC#CCN1CCc2ccccc2C1)C1CC1	0	-8
CN1CCN(C(=O)COc2cc(-c3ccccc3)nc3ccccc23)CC1	-4	x
CCc1ccc2nc(N3CCC(C(=O)N4CCC5(CC4)OCCO5)CC3)sc2c1	-4	29
COc1cc(C=C2CC3C4CCC5CC(O)CCC5(C)C4CCC3(C)C2=O)ccc1OC(F)F (centres undefined)	0	14
COc1ccc2c(c1)OC(=Cc1cccc(OC(=O)N(C)C)c1)C2=O	-7	-1
CCN1CC2(C)CCC(OC)C34C5CC6CCC(O)(C5C(=O)O6)C(C(O)C23)C14 (centres undefined)	-1	x
NC(N)=NNC1OC(CO)C(O)C(O)C1O (centres undefined)	-7	x
Cc1cc(=O)n(-c2ccccc2)n1-c1ccccc1	-4	2
COc1ccc([N+](=O)[O-])cc1O	-9	-4
CN1CCN(c2ccc([N+](=O)[O-])cc2C=O)CC1	-2	3
CN(C)/C=C(/C=[N+](C)C)n1cc([N+](=O)[O-])cn1	x	-9
OC1CCCN(Cc2cccnc2)C1 (centres undefined)	0	-3
CC12CN3CC(C)(CN(C1)C3c1ccncc1)C2=O (centres undefined)	-5	2

# Shown with values under each structure: part of the list above.
# Order of values – Pf apPOL inh	mHTT CaM bind
CC1N=C(c2ccccc2)c2ccccc2N(CC(=O)Nc2ccc(F)cc2Cl)C1=O (centres undefined)
 : -19	5
CN1CCN(c2ccc([N+](=O)[O-])cc2C=O)CC1
 : -2	3
CC12CCC3C(CCC4CCCCC43C)C1CC(=Cc1ccccc1)C2=O (centres undefined)
 : -1	-2
Cc1cc(=O)n(-c2ccccc2)n1-c1ccccc1
 : -4	2
Oc1cccc(CN2CCN(c3ccccc3Cl)CC2)c1
 : 1	3
COc1ccc2c(c1)OC(=Cc1cccc(OC(=O)N(C)C)c1)C2=O
 : -7	-1
N[C@@H](Cn1oc(=O)[nH]c1=O)C(=O)O
 : 13	x

# Continuation:
molecule	Pf apPOL inh	mHTT CaM bind
COc1ccc2[nH]cc(CCN)c2c1	2&-1	0
CCCn1cnnc1C1CCNCC1	5	-8
CN1C(=O)C(=Cc2ccc(Sc3ccc(Cl)cc3)o2)C(=O)N(C)C1=O	-8	6
CN1CCN(Cc2c(F)cccc2F)CC1	-3	-2
N#CC(C#N)=Cc1cccnc1	-6	x
COc1ccc(/C(C)=N/NC(=O)CSC2c3ccccc3-c3ccccc32)cc1OC	x	i
Fc1ccccc1CN1CCN(Cc2ccc3c(c2)OCO3)CC1	-2&-3	0&0
COc1ccc(C2N(c3cc(C)on3)C(=O)C3CCCN32)cc1 (centres undefined)	1	-2
O=[N+]([O-])C12C=CCC([N+](=O)[O-])(CN(CCO)C1)C2 (centres undefined)	-5	-4
Cc1c(Cl)c([N+](=O)[O-])nn1CC(=O)Nc1ccc(Cl)cc1C(=O)c1ccccc1	-6	4
CC(C)c1ccc(CN2CCN(c3ccccc3)CC2)cc1	-3	22
CCn1cc(C(=O)NCc2ccc(C)cc2)c2cccnc21	-10	-3
N/C(=N\[N+](=O)[O-])N1CCN(C(=O)c2cccc([N+](=O)[O-])c2)CC1	2	i
CC(=O)c1ccc(OC(NC(=O)Cc2ccccc2)C(Cl)(Cl)Cl)cc1 (centres undefined)	1	50*
Cc1cccc(-n2c(/C=C/c3ccco3)nc3ccccc3c2=O)c1	3	31
Clc1ccc(N2CC3CCC(C2)N3)nn1	11	x
O=C1NC(=O)C(=O)C(O)(O)N1	x	-4
Cc1ccc(C(=O)N2CCN(/C(N)=N/[N+](=O)[O-])CC2)cc1[N+](=O)[O-]	-2	i
COCCOC(=O)c1c(C)oc2ccc(OC(=O)N(C)C)cc12	-1	0
Cc1cccc(-c2nc(CN3CCN(C(=O)Cc4ccccc4)CC3)no2)c1	-3	12
O=[N+]([O-])c1ccccc1CNCCc1cccc(F)c1	-5	3
CN(C)C1CN(C(=O)Cc2cccnc2)CCC1(O)c1ccccc1 (centres undefined)	-1	2
Cc1nn(-c2ccccc2)c2c1C(c1ccc(Cl)cc1)SCC(=O)N2 (centres undefined)	16	12
O=c1cccc2n1CC1CC2CN(CCO)C1 (centres undefined)	0	2
CC(=O)c1ccc(N2CCN(C)CC2)c(F)c1	4	0
CN(C)c1ccc(C=C2CC3C4CCC5CC(O)CCC5(C)C4CCC3(C)C2=O)cc1 (centres undefined)	-1	8
Cc1cc(C(=O)Nc2ccc3c(c2)OCCO3)nn1C(C)(C)C	-9	x
CCC(CO)Nc1ccc([N+](=O)[O-])c2cccnc12 (centres undefined)	4	13
COc1ccc(CN2CCN(c3ccc(F)cc3)CC2)cc1C	-2	10
C=CCOc1ccccc1CN1CCN(CC)CC1	-8	0
CCOc1cc(CNCCc2ccccc2F)ccc1OC	-2	-4
CN1CCN(Cc2cc(Br)cs2)CC1	6	-2
COc1ccc2c(c1)C1(CCN(C(=O)c3ccccc3F)C1)C(=O)N2 (centres undefined)	1	1
CN1CCN(Cc2ccc([N+](=O)[O-])o2)CC1	1	1
C(#CCN1CCCC1)CN1CCCC1	x	-5
CN1CCN(Cc2ccc([N+](=O)[O-])cc2)CC1	-2	-2
COc1cc(OC)c(C=C(C#N)C#N)cc1Br	x	-7
C=CC1CN2CCC1C(C(O)c1ccnc3ccc(OC)cc13)C2 (centres undefined)	1	-2
Cc1ccc(S(=O)(=O)N2CCCC(C(=O)N3CCC4(CC3)OCCO4)C2)cc1 (centres undefined)	-14	-7
O=C1OC(c2cncc(Br)c2)=N/C1=C\c1ccccc1Cl	2	-1
CCOc1ccccc1CN1CCN(c2ccc(F)cc2)CC1	-4	10
O=C1NC(=O)C(c2ccccc2)C(=O)N1	6	-4
O=C1c2ccccc2NC(c2ccccc2F)N1c1ccccc1 (centres undefined)	-6	-10
COc1cccc(/C=C/c2nc3ccccc3c(=O)n2-c2ccccc2)c1O	2	17
O=C1C(=Cc2cccnc2)N2CCC1CC2	-5	x
Cc1ccccc1-n1nnnc1C1(N(C)O)CCCCC1	-2	-3
CCN1CCCC1Cn1c(C)c(C)c(C#N)c1N (centres undefined)	x	-1
COc1cccc(S(=O)(=O)N2CCC3(C2)C(=O)N(C)c2ccc(OC)cc23)c1 (centres undefined)	-1	13
O=C(Nc1cccc(OC(=O)N2CCCCC2)c1)N1CCOCC1	2	1
CCOc1ccccc1CN1CCN(c2ccccc2Cl)CC1	-4	-2
Clc1cccc(C2NCCc3[nH]cnc32)c1 (centres undefined)	-1	11
C1=CCC(c2cccnc2)NC1 (centres undefined)	-7	x
OC1CCN(CCc2ccccc2)CC1	2	-6
CN1CCN(c2ccc([N+](=O)[O-])cc2C(N)=O)CC1	-10	-2
O=C(Cc1ccccc1)N1CCN(Cc2ccccc2)CC1	-1&-3	-6
Cc1ccc(CN(C)C)c(OC(=O)N(C)C)c1	-4	-4
CCCn1cc(C(=O)Nc2ccc3c(c2)OCCO3)c2cccnc21	-3	-3
COc1cc2c(cc1OC)-c1c(OC)c(OC)c(Br)c3c1C(C2)N(C)CC3 (centres undefined)	x	39
CCN(CC)C(=O)c1ccc(NC(=O)c2cncc(Br)c2)cc1	-4	28
COC(=O)c1cc(C=C(C#N)C#N)cn1C	-6	x

# Following part
molecule	Pf apPOL inh	mHTT CaM bind
Oc1cccc(C(O)CNC23CC4CC(CC(C4)C2)C3)c1 (centres undefined)	-2	3
CCC1(c2ccccc2)C(=O)NC(=O)N(C)C1=O (centres undefined)	-1	-9
O=C(Nc1cccc(OC(=O)N2CCCCC2)c1)N1CCCCC1	-3	-1
CCCC12CN3CC(C)(CN(C1)C3c1cccnc1)C2=O (centres undefined)	0	-2
COc1ccc2c(c1)C1(CCN(C(=O)Nc3cccc(C)c3)C1)C(=O)N2C (centres undefined)	-5	-3
Clc1cccc(CN2CCN(Cc3ccccc3)CC2)c1	-3	-4
COc1cc2c(cc1OC)CNCC2	-12&-3	-4
CC1CCCC(NC(C)CCCC(C)(C)O)C1 (centres undefined)	0	-1
O=C1CC(=O)N(c2cccc(Cl)c2Cl)C(=O)N1	-7	3
COc1cccc(-n2c(-c3ccc([N+](=O)[O-])cc3)nc3ccccc3c2=O)c1	3	30
COc1cc(C2c3cc4c(cc3OC3(N5CCCC5)CCCC23)OCO4)cc(OC)c1OC (centres undefined)	x	30
CCOC(=O)[C@]12Cc3cc(OC)c(OC)cc3[C@H]1N(Cc1ccccc1)C(=O)c1ccccc12	-2	16
CCCSc1nc2ccccc2c(=O)n1-c1ccc(OC)cc1	1	-6
CC(C)C[C@@H]1COc2cc(N3CCN(C)CC3)ccc2S(=O)(=O)N1	-5	-6
O=C(CN1C(=O)COc2ccccc21)N1CCC2(CC1)OCCO2	-10	-3
NC(N)=NC(N)=Nc1ccc(Cl)cc1	3&0	x
C=C1C2CC3(C1O)C1CC4C5(C)CCC(O)C4(C1N(CC)C5)C3CC2=O (centres undefined)	-9	x

# High-throughput results as filed in PubChem.
